Bioassay records from PubChem.
HT1080NT lethal: kills 2HG-producing HT-1080-NT fibrosarcoma cells; HT-1080-NT fibrosarcoma viability, CellTiter-Glo ATP luminescence, 48 h; Potency, µM (doses to about 46.1 µM), for inactives: at the top dose activity, negative = less viability, usual class: cytotoxic; hit rate 1.6% among 360,000;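 further: NT is the 2HG producing partner of a matched IDH1 knockdown line; potency means the concentration at half of the fitted maximal effect; 0% = DMSO-treated cells and -100% = media-only wells without cells; nearly all actives have a fitted effect of over 55% in size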
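HT-1080-NT; 750 cells/well; 5% FBS RPMI; 48 h compound, 37 degrees C; CellTiter-Glo luminescence; curve fitting and curve-class assignment.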
SW480 rerep: DNA re-replication induction in SW480 cells. Potency, µM (top dose mostly 46.1 µM), for the others: at the highest dose re-replication activation, most hits filed as activators. SW480 DNA re-replication, Hoechst DNA content imaging, 48 h. hit rate 1.8% among 340,000; further: potency means the concentration at half of the fitted maximal effect; % of control where 0% means no effect; nearly all actives have a fitted effect of over 55% in size
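Image-based read-out: total Hoechst fluorescence of nuclei (405 nm excitation, 500-530 nm emission), with hits raising the fraction of high-intensity nuclei. SW480 colon cells incubated 48 hr with compounds at 37 C.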
HT1080 IDH1KD tx: HT-1080 IDH1 knockdown cell toxicity (counter line). HT-1080 IDH1 knockdown viability, ATP luminescence, 48 h. Potency, µM (series often up to 46.1 µM), for the others: at the top dose activity, negative = toxicity, usual class: cytotoxic. hit rate 2% among 360,000. AID 686971;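 further: potency means the concentration at half of the fitted maximal effect; 0% = DMSO wells and -100% = cell-free medium wells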
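In this qHTS, HT-1080 cells depleted of IDH1 are exposed for 48 h at 37 °C to compound titrations. Toxicity is scored from CellTiter-Glo luminescence, with DMSO as full viability and medium alone as none.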
ATXN2 expr inh: ATXN2 expression inhibition | Potency, µM (top dose mostly 57 µM), inactives show top-dose activity change, negative = inhibition, actives largely listed as inhibitors | hit rate 0.72% among 360,000 | HEK-293 ATXN2-luciferase reporter, luminescence, 24 h; further: potency means the concentration at half of the fitted maximal effect; on the % scale 0 is the no-effect control and ±100 the full control effect; nearly all actives have a fitted effect of over 55% in size
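ATXN2-luciferase reporter cells (luciferase flanked by upstream and downstream ATXN2 gene portions) were treated 24 h at 37 °C with compounds at up to 57 uM. SteadyGlo luminescence gave expression; GF-AFC fluorescence gave viability.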
KB-3-1 tox: KB-3-1 parental cell cytotoxicity. Potency, µM (top dose mostly 46.1 µM), for inactives: at the top dose activity change, negative = cytotoxic, usual class: cytotoxic. hit rate 1.4% among 400,000. KB-3-1 viability, CellTiter-Glo ATP luminescence, 72 h; further: potency means the concentration at half of the fitted maximal effect; on the % scale 0 is the no-effect control and ±100 the full control effect; nearly all actives have a fitted effect of over 60% in size
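Cells are dispensed, compounds pinned in, plates held at 37 °C for 72 h, then CellTiter-Glo is added and luminescence read after 10 minutes. Cell line: parental KB-3-1 in phenol-red-free DMEM, 10% FBS.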
S2 tox: viability counter-screen for ATXN expression inhibitors | S2 cells (HEK-293 line with an ATXN2-luciferase reporter) viability, CellTiter-Fluor protease fluorescence, 24 h | Potency, µM (titrated, usually from 56.7 µM), actives largely listed as cytotoxic | hit rate 0.49% among 400,000; further: potency means the concentration at half of the fitted maximal effect; nearly all actives have a fitted effect of over 40% in size
MCF10A rereplic: DNA re-replication induction in MCF 10a cells; hit rate 2.9% among 350,000; Potency, µM (highest dose often 46.1 µM), inactives show at the top dose activity, positive = re-replication, hits mostly activators; MCF 10A DNA re-replication, Hoechst nuclear intensity, 48 h; AID 624296; further: potency means the concentration at half of the fitted maximal effect; % of control where 0% means no effect; nearly all actives have a fitted effect of over 50% in size
IL-1B inflam inh: blocks inflammasome-driven IL-1 beta release; THP-1 LPS/ATP IL-1B secretion, AlphaLISA, 16 h; stronger effect = lower value; activity change, % at 57.5 µM; hit rate 4.7% among 360,000; in the data active means activity change below about -50%; inconclusive means mostly about -30% to -49%; further: on the % scale 0 is the no-effect control and ±100 the full control effect
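Secreted IL-1B measured by AlphaLISA bead assay after 16 h compound exposure of THP-1 cells; compounds (final up to 57.5 uM) added 1 h before LPS (250 ng/mL) and ATP (1.25 mM) stimulation; lower signal means less secretion.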
KB-V1 MDR tox: KB-V1 MDR subline cytotoxicity; hit rate 3.4% among 400,000; Potency, µM (titrated, usually from 46.1 µM), for the others: top-dose activity change, negative = cytotoxicity, actives largely listed as cytotoxic; KB-V1 MDR cells viability, CellTiter-Glo, 72 h; further: potency means the concentration at half of the fitted maximal effect; on the % scale 0 is the no-effect control and ±100 the full control effect; nearly all actives have a fitted effect of over 60% in size
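Luminescent ATP read-out (CellTiter-Glo, 10 min) measures survival of drug-selected KB-V1 MDR cells after 72 h, 37 degrees C compound exposure. Medium: phenol-red-free DMEM, 10% FBS. Values from fitted concentration-response curves.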
Active calls of the source: *; i = inactive; ? = inconclusive; . = no result given; [ ] = remark or other dose. Unless noted, the call rests on the fitted dose curve; in most records, active means well fitted curve in the direction sought with a large enough effect; inconclusive means small, poorly fitted or top-dose-only effect, or another doubt; inactive means no such curve, though single readings can be large; an effect the other way counts as inactive or inconclusive.

SMILES	HT1080NT lethal	SW480 rerep	HT1080 IDH1KD tx	ATXN2 expr inh	KB-3-1 tox	S2 tox	MCF10A rereplic	IL-1B inflam inh	KB-V1 MDR tox
CCCCC1C(=O)NN(c2ccccc2)C1=O (stereo not given)	1.8µM*	0%	4.6µM*	-31%	?	i	4%	6	-2%
CCn1cc(CN2CCC(C(=O)Nc3ccc(Oc4ccccc4F)cc3)CC2)c(C)n1	-13%	?	?	-17%	-12%	i	21µM*	i	?
Cc1ccc(Sc2c(C)[nH]n(C(C)(C)C)c2=O)cc1	-2%	-3%	1%	-11%	-7%	i	0%	1	-18%
CC(C)CCNC(=O)CN(CCN1CCOCC1)C(=O)Cn1nnc(-c2ccc(F)cc2)n1	4%	-3%	-2%	-13%	5%	i	-10%	12	20%
c1ccc(N2N=C(c3cccs3)CC2c2ccco2)cc1 (stereo not given)	-4%	8.2µM*	-7%	6%	-8%	.	8.2µM*	14	-10%
CC1=C(C(=O)OCc2ccccc2)C(c2ccc([N+](=O)[O-])cc2)NC(=O)N1CCCCCC(=O)O (stereo not given)	-9%	-2%	0%	-6%	-3%	i	-1%	7	5%
COc1ccccc1CNN	-4%	-7%	-3%	-4%	-2%	i	0%	?	-4%
Cc1ccc(-n2c(SCC(=O)Nc3ccc(N4CCOCC4)cc3)nc3ccccc3c2=O)cc1	-7%	2%	-3%	-16%	-3%	?	6%	23	8%
N#C/C(=C\c1ccccn1)c1ccccn1	-15%	15µM*	-18%	8%	?	?	21µM*	-94*	-10%
Cc1cccc(C)c1NC(=O)CSc1nnc(Cn2nnc(-c3ccccc3)n2)n1-c1ccccc1	-2%	0%	2%	4%	-14%	i	9%	7	8.2µM*
CNc1c(NS(=O)(=O)c2ccc(C(C)(C)C)cc2)c(=O)oc2ccccc12	17%	-10%	13%	1%	-1%	i	-1%	1	-1%
Cc1cc(C)cc(OC(C)C(=O)Nc2c(C(=O)c3ccccc3)oc3ccccc23)c1 (stereo not given)	.	.	.	1%	-5%	i	.	.	-7%
Cc1ccc2[nH]c(=O)c(C(c3nnnn3CC3CCCO3)N3CCc4ccccc4C3)cc2c1 (stereo not given)	4%	2%	1%	3%	-14%	i	12%	4	-11%
COCCN1CCn2c(nc3cc(NC(C)=O)ccc32)C1	14%	-6%	16%	.	2%	i	-3%	15	-5%
CC(C)OCCCNC(=O)c1ccc(NC(=O)C2=CSCCO2)cc1	12%	-3%	8%	7%	1%	i	3%	14	-8%
O=C(CSc1nc2ccccc2nc1SCC(=O)N1CCOCC1)N1CCOCC1	-1%	-7%	0%	-7%	6%	i	-2%	-10	?
Cc1nc2cc(NC(=O)NC3CC3)ccc2n1C	22%	-19%	14%	-3%	-6%	i	3%	?	-10%
COc1ccc(CNC(=O)C(C)Sc2nc3ccccc3c(=O)n2CC2CCCO2)cc1 (stereo not given)	2%	-3%	11%	5%	3%	?	-2%	-3	5.8µM*
COc1ccc(CN2CCN(Cc3cc(=O)oc4cc(C)ccc34)CC2)c(OC)c1OC	-24%	10%	?	-37%	-17%	i	6.5µM*	-1	-31%
O=[N+]([O-])c1ccccc1S(=O)(=O)NCCC1=CCCCC1	12%	-2%	7%	-2%	-23%	i	20%	-26	15µM*
COc1ccc(NC(=O)CN2CCC(NC(=O)C3CCCCC3)CC2)c([N+](=O)[O-])c1	0%	?	4%	-36%	15%	i	?	1	6%
CCCCCC1=C(C(=O)OC)C(C(=O)OCC)N(S(=O)(=O)C(F)(F)F)c2ccccc21 (stereo not given)	10%	?	4%	-16%	8%	i	-61%[inhibitor]	13	-4%
Cc1nc(N)nc(SCc2ccc([N+](=O)[O-])cc2)c1N	0%	-16%	7%	.	-1%	i	-1%	-7	0%
CN(C)CCN(C(=O)c1cccc(Cl)c1)c1nc2c(Cl)cccc2s1	-7%	-4%	-15%	-9%	9%	i	-8%	0	-8%
CCCC(=O)N1CCC1(C)C(=O)Nc1ccc(OC)c(OC)c1 (stereo not given)	?	.	?	11%	0%	i	.	8	8%
CCc1ccc(/C=C2\C(=N)N3N=C(CC(=O)N4CCCCC4)SC3=NC2=O)cc1	1%	-24%	10%	-2%	9%	i	2%	1	?
CN(/N=C/c1cc(Br)cc(Br)c1O)c1ccccc1	1%	3%	-6%	7%	14%	i	6%	7	2%
O=C(O)c1ccc(N=Nc2c(O)[nH]c3cc(Cl)ccc23)cc1	13%	?	12%	.	1%	i	0%	25	?
Cc1ccc(OCC(=O)OCC(=O)NC2CCCC2)cc1C	17%	0%	3%	1%	19%	i	7%	-2	0%
O=C(NCC(=O)N1CCCC1C(=O)O)OC1CCCCC1 (stereo not given)	14%	-7%	8%	-23%	-4%	i	-2%	4	14%
O=C1c2ccccc2C(=O)N1CCc1nc2ccccc2c(=O)n1Cc1ccco1	5%	-3%	0%	1%	4%	i	3%	23	14%
O=C(O)c1ccc(COc2ccccc2C=C2C(=O)c3ccccc3C2=O)cc1	-13%	?	-21%	.	?	i	?	0	-1%
Cc1ccc(CN2CCCN(C)CC2)c(C)c1	16%	-1%	12%	-13%	12%	i	21µM*	-5	2%
Cc1ccc(C(=O)Nc2ccccc2C(=O)O)cc1S(=O)(=O)Nc1ccccc1	3%	-3%	1%	.	0%	i	6%	10	-1%
O=C(NNC(=O)c1ccc([N+](=O)[O-])cc1)c1ccncc1	5%	-7%	5%	7%	-15%	i	-8%	-12	-7%
CC(C)CC(=O)OC1C(N2CCOCC2)c2c(ccc(/C=C/C(=O)N3CCOCC3)c2O)OC1(C)C (stereo not given)	8%	-4%	4%	7%	20%	?	14%	14	?
O=[N+]([O-])c1ccc(O)c(N=Cc2sc3ccccc3c2O)c1	-23%	?	?	?	16µM*	28µM*	-33%[inhibitor]	39	4.1µM*
Cn1c(N)c(N=Nc2ccc(S(N)(=O)=O)cc2)c(=O)n(C)c1=O	3%	-6%	5%	.	1%	?	1%	-16	7%
COC(=O)[C@]1(C)N[C@H](CN(C)C(=O)COc2ccccc2)[C@@H]2C(=O)N(C)C(=O)[C@@H]21	11%	-41%[inhibitor][9.22 µM]	15%	8%	6%	i	-11%	12	?
CCOc1ccccc1CNC(=O)c1c([N+](=O)[O-])c(C)nn1C	-1%	-1%	-5%	-20%	-10%	i	-5%	23	-3%

An excerpt of these results, in CSV form:
Molecule,HT1080NT lethal,SW480 rerep,HT1080 IDH1KD tx,ATXN2 expr inh,KB-3-1 tox,S2 tox,MCF10A rereplic,IL-1B inflam inh,KB-V1 MDR tox
COc1ccc(NC(=O)CN2CCC(NC(=O)C3CCCCC3)CC2)c([N+](=O)[O-])c1,0%,?,4%,-36%,15%,i,?,1,6%
CCCCCC1=C(C(=O)OC)C(C(=O)OCC)N(S(=O)(=O)C(F)(F)F)c2ccccc21 (stereo not given),10%,?,4%,-16%,8%,i,-61%[inhibitor],13,-4%
Cc1nc(N)nc(SCc2ccc([N+](=O)[O-])cc2)c1N,0%,-16%,7%,.,-1%,i,-1%,-7,0%
CN(C)CCN(C(=O)c1cccc(Cl)c1)c1nc2c(Cl)cccc2s1,-7%,-4%,-15%,-9%,9%,i,-8%,0,-8%
CCCC(=O)N1CCC1(C)C(=O)Nc1ccc(OC)c(OC)c1 (stereo not given),?,.,?,11%,0%,i,.,8,8%
CCc1ccc(/C=C2\C(=N)N3N=C(CC(=O)N4CCCCC4)SC3=NC2=O)cc1,1%,-24%,10%,-2%,9%,i,2%,1,?
CN(/N=C/c1cc(Br)cc(Br)c1O)c1ccccc1,1%,3%,-6%,7%,14%,i,6%,7,2%
O=C(O)c1ccc(N=Nc2c(O)[nH]c3cc(Cl)ccc23)cc1,13%,?,12%,.,1%,i,0%,25,?

The list goes on.
SMILES	HT1080NT lethal	SW480 rerep	HT1080 IDH1KD tx	ATXN2 expr inh	KB-3-1 tox	S2 tox	MCF10A rereplic	IL-1B inflam inh	KB-V1 MDR tox
Cc1ccc(-n2nnc(-c3nsc(NC(=O)c4ccccc4)n3)c2C)cc1	.	.	.	-31%	10%	i	.	.	-16%
CC1(C(=O)NS(=O)(=O)c2cccs2)CCN1C(=O)c1ccccc1CCc1ccccc1 (stereo not given)	1%	.	-1%	1%	-1%	i	.	37	-5%
COc1cccc(Nc2nc(NCC3CCCO3)c3ccccc3n2)c1 (stereo not given)	-18%	3%	?	?	?	?	?	-122*	2.3µM*
CN(C)c1ccc(SC#N)cc1	-1%	-5%[9.22 µM]	-14%	-18%	2%	i	-7%	-99*	4%
O=c1ccsc2ccccc12	-13%	1%	-8%	6%	-8%	i	6%	1	-12%
O=C(CCCN1C(=O)CSc2ncccc21)N1CCN(c2cccc(C(F)(F)F)c2)CC1	-3%	-1%	-4%	-12%	?	?	-2%	-24	?
O=C1CC(N2CCN(C3CC(=O)N(CCc4ccccc4)C3=O)CC2)C(=O)N1CCc1ccccc1 (stereo not given)	-20%	6%	2%[9.24 µM]	-15%	-19%	i	-8%	6	?
CSc1ccccc1-c1nnc(-c2ccc(Cl)cc2)o1	-11%	-7%	-2%[9.24 µM]	73%[activator]	?	i	2%	-7	?
CC(=O)CC1(OC(C)=O)C(=O)N(C)c2ccccc21 (stereo not given)	-22%	98%	?	-2%	-2%	i	?	?	-19%
CCS(=O)(=O)c1ccc2oc(SCC(=O)Nc3ccc(OC)cc3OC)nc2c1	2%	4%	-2%	.	3%	i	14%	0	11%
